HepG2 tox = HepG2 cytotoxicity, counter-screen for TGF-b inhibitors; HepG2 CAGA-GFP viability, ATP luminescence, 18 h; Potency, µM (doses to about 46.1 µM), for the others: at the highest dose activity change, negative = cytotoxicity, hits mostly cytotoxic; 410,000 compounds, 0.76% hits; also: potency is read from the fitted curve at half-maximal effect; some results filed as inactive show a strong effect at the top dose
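CellTiter-Glo luminescence gave cytotoxicity after 18 hours at 37 degrees C. The cells were HepG2 CAGA-GFP in 1% FBS DMEM, stimulated with 500 pg/mL TGF-beta after compound addition. %Activity was normalised to no-cell wells (complete cell-killing) and DMSO (no toxicity), and curves were fitted and classified.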
A549 tox = A549 cytotoxicity, counter-screen for Nrf2 inhibitors; Potency, µM (titrated, usually from 46 µM), without a hit: at the highest dose activity change, negative = cytotoxicity, most hits filed as inhibitors; A549 ARE-Fluc cells, CellTiter-Fluor viability, 18-24 h; 390,000 compounds, 0.16% hits; also: potency is read from the fitted curve at half-maximal effect; % is scaled to controls: 0 for no effect and ±100 for the full control effect
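Cytotoxicity counterscreen: CellTiter-Fluor fluorescence was measured in A549 ARE_Fluc cells after 18-24 h of compound exposure in a concentration series. The subsequent BugLite luminescent read reports ARE-luciferase activity.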
EPAC2 ag = activates human EPAC2 exchange factor; AID 720711; EPAC2 activation, biochemical qHTS; response scale: 100% = 6.5 mM cAMP response; Potency, µM (series often up to 154 µM), inactives show at the highest dose activation, most hits filed as activators; Q8WZA2; 360,000 compounds, 0.079% hits; also: potency is read from the fitted curve at half-maximal effect; nearly all actives have a fitted effect of over 50% in size
Target sequence (Q8WZA2 whole entry, looked up): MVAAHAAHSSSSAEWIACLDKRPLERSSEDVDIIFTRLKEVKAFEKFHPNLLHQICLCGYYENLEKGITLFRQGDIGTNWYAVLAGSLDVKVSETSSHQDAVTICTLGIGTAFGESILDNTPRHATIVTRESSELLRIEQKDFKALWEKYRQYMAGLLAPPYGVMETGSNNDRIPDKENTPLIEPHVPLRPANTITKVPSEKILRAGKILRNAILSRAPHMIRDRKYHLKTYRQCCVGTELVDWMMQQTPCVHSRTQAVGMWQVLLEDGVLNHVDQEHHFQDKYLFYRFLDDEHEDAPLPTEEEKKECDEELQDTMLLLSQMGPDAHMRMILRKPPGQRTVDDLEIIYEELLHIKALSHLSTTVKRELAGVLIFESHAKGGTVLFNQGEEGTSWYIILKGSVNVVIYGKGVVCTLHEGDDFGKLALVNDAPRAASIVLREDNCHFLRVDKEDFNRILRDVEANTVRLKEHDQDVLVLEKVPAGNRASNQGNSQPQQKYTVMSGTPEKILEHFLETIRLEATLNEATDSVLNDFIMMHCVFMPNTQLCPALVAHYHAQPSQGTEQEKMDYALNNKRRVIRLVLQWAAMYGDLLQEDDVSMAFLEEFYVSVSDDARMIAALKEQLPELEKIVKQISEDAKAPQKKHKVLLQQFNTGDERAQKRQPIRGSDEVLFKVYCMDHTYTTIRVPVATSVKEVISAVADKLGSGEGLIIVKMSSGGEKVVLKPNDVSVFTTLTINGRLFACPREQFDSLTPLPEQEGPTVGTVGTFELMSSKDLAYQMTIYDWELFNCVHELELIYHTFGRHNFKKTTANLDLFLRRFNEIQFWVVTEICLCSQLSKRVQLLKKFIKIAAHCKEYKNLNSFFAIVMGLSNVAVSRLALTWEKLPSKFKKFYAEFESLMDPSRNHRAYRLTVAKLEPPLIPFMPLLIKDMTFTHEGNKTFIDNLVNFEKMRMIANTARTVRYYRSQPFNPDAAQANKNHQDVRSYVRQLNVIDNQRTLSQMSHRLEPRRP
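Compounds were titrated in qHTS against a Rap1B-BODIPY-GDP (250 nM) complex with EPAC2 (100 nM) and GDP (50 uM). BODIPY-GDP release tracked at 480/540 nm over 30 min at room temperature, normalized to 6.5 mM cAMP.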
TGFb inhibitor = TGF-b pathway inhibition; AID 588855; Potency, µM (highest dose often 46.1 µM), for the others: top-dose activity, negative = inhibition, hits mostly inhibitors; 410,000 compounds, 1.2% hits; HepG2 CAGA-GFP TGF-b/SMAD3 reporter, GFP fluorescence, 18 h; TGF-beta stimulated, 500 pg/mL final; also: potency is read from the fitted curve at half-maximal effect; % is scaled to controls: 0 for no effect and ±100 for the full control effect; nearly all actives have a fitted effect of over 65% in size
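Smad-responsive CAGA-GFP expression was quantified in HEPG2 cells exposed to compounds and 500 pg/mL final TGF-beta for 18 h at 37 degrees C; unstimulated wells defined full inhibition.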
IL2 activator = activates IL-2 in a cell-based reporter assay. 360,000 compounds, 0.065% hits. activation, % (series mostly up to about 46 µM). IL-2 activation reporter assay, cell-based qHTS; stimulated with anti-CD3/CD4/CD28 beads; in transgenic mouse T cells. AID 652025; in the data active = activation above about 50%; inconclusive = mostly about 30% to 49%; also: 0% is about no effect
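First, unstimulated transgenic mouse T cells were exposed to compound for 60 min. Next, anti-CD3/anti-CD4-coated beads with anti-CD28 were added. Finally, after 18 h at 37 degrees C, EGFP and DsRed were imaged.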
Nrf2 activator = activates Nrf2 signaling. Potency, µM (series often up to 46.1 µM), for the others: at the top dose activation, usual class: activators. 410,000 compounds, 0.31% hits. AREc32 ARE-luciferase reporter (MCF7-derived line), luminescence, 24 h; also: potency is read from the fitted curve at half-maximal effect; % of control where 0% means no effect; nearly all actives have a fitted effect of over 65% in size
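Quantitative high-throughput format: AREc32 reporter cells, 1000 per well, received compound by pin transfer and were incubated 24 hr at 37 deg C, 5% CO2, before Steady-Glo luminescence detection.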
ATXN viability = cell viability loss in ATXN counter-screen; Potency, µM (highest dose often 56.7 µM), hits mostly cytotoxic; AID 651635; 400,000 compounds, 0.49% hits; S2 cells (HEK-293 line with an ATXN2-luciferase reporter) viability, CellTiter-Fluor protease fluorescence, 24 h; also: potency is read from the fitted curve at half-maximal effect; nearly all actives have a fitted effect of over 40% in size
ATXN2 expr inh = inhibitors of ATXN2 expression; 360,000 compounds, 0.72% hits; HEK-293 ATXN2-luciferase reporter, luminescence, 24 h; Potency, µM (titrated, usually from 57 µM), inactives show at the highest dose activity change, negative = inhibition, actives largely listed as inhibitors; AID 1745845; also: potency is read from the fitted curve at half-maximal effect; % is scaled to controls: 0 for no effect and ±100 for the full control effect; nearly all actives have a fitted effect of over 55% in size
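qHTS (up to 57 uM final) was run with 24 h compound exposure of reporter cells at 37 °C. Each well was multiplexed: SteadyGlo luminescence measured ATXN2-luciferase expression after a fluorogenic Gly-Phe-AFC viability readout (25 uM final).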
Nrf2 block = blocks Nrf2 signaling. A549 ARE-Fluc reporter, luciferase luminescence, 18-24 h. Potency, µM (titrated, usually from 46 µM), inactives show at the highest dose activity change, negative = inhibition, hits mostly inhibitors. 360,000 compounds, 2.1% hits. AID 504444; also: potency is read from the fitted curve at half-maximal effect; % is scaled to controls: 0 for no effect and ±100 for the full control effect; nearly all actives have a fitted effect of over 60% in size
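Quantitative HTS in A549 cells stably bearing an antioxidant response element-firefly luciferase construct. Inhibition of Nrf2-driven transcription was scored by luminescence after 18-24 h of compound exposure at 37 °C.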
* = called active by the depositor; i = inactive; u = inconclusive; x = no result given; & = joins results of further samples; [ ] = dose if it differs, or a comment. Unless noted, calls follow the shape of the dose curve; as a rule, active = well fitted curve in the direction sought with a large enough effect; inconclusive = small, poorly fitted or top-dose-only effect, or another doubt; inactive = no such curve, though single readings can be large; an effect the other way counts as inactive or inconclusive.

SMILES	HepG2 tox	A549 tox	EPAC2 ag	TGFb inhibitor	IL2 activator	Nrf2 activator	ATXN viability	ATXN2 expr inh	Nrf2 block
CS(=O)(=O)N1CCN(c2ccc(NC(=O)c3ccc([N+](=O)[O-])o3)cc2)CC1	5.6µM*	13µM*	6%	4µM*	0.7	u	u	x	-9%
O=C(CSc1n[nH]c(-c2ccccc2Cl)n1)N1CCN(c2ccccc2)CC1	-7%	1%	x	-37%	x	4.5%	x	x	x
Cc1ccc(S(=O)(=O)NN2C(=O)c3ccccc3NC2c2ccco2)cc1 (centres undefined)	6%	-7%	7%	2%	-0.5	-0.3%	i	0%	-11%
COc1ccc(CNC(=O)CN(Cc2ccccc2)C(=O)CCC(=O)Nc2nccs2)cc1	-19%	-1%	3%	-9%	-0.8	-0.5%	i	2%	1%
O=C(c1ccccc1)N1N=C(c2ccccc2)CC1c1ccccc1 (centres undefined)	-3%	-11%	15%	0%	0.2	12%	i	10%	u
Cc1c(Cl)ccc2c1NC(=O)C21NC(CCC(N)=O)[C@H]2C(=O)N(c3ccc(Cl)cc3)C(=O)[C@H]21 (some centres undefined)	-29%	12%	3%	u	-1.1	3.3%	i	-11%	u
O=C1O[C@@H](c2ccccc2)C[C@@H](O)C(=O)CCCCc2ccccc21	x	x	11%	x	0.1	3.7%	i	-5%	x
CC(C)CC(NC(=O)OC(C)(C)C)c1cn([C@@H](CCC(=O)OC(C)(C)C)C(=O)N2CCN(C(=O)OC(C)(C)C)CC2)nn1 (some centres undefined)	-1%	-11%	-10%	1%	-0.7	-0.3%	i	13%	-1%
CCOC(=O)c1ccc(NC(=O)C2(N3C(=O)c4ccccc4C3=O)CCCC2)cc1	5%	-6%	12%	2%	3.4	-0.4%	u	-3%	-6%
Clc1ccc(-n2cc(-c3ccc(Br)cc3)[n+]3c2CCCCC3)cc1	-8%	-5%	1%	10%	-0.7	-0.7%	i	x	-13%
O=C(N/N=C/c1cn(Cc2ccccc2)c2ccccc12)c1ccncc1	0%	-8%	-7%	u	-0.2	6.8%	x	-22%	u
Cc1csc(SCc2nc3sc4c(c3c(=O)[nH]2)CCC4)n1	-5%	8%	5%	-8%	-0.9	0.1%	i	-11%	-13%
Cc1cccc(C(=O)NCCc2nnc(SCC(=O)Nc3cccc(C(=O)O)c3)n2C)c1	0%	2%	10%	22%	0.2	0.1%	i	-4%	26%
O=C(c1ccc(Cl)cc1)c1nnc(-c2ccncc2)o1	-24%	1%	-3%	0%	-0.4	3.4%	i	2%	6%
C=CCn1c(SCC(=O)O)nnc1-c1ccccc1	-42%	0%	1%	-1%	0.7	-0.3%	i	2%	2%
CC1CCC(NC(=O)CN2C(=O)c3ccccc3S2(=O)=O)CC1 (centres undefined)	6%	-2%	13%	4%	0.3	0.2%	i	-11%	-3%
CC(C)N(Cc1ccccc1)C(=O)/C=C/c1ccccc1[N+](=O)[O-]	-9%	4%	2%	-4%	-0.8	18%	i	u	-16%
Cc1ccc(C)c(-c2[nH]ncc2CN2CCCC(CO)(Cc3ccccc3C)C2)c1 (centres undefined)	-47%	4%	-5%	u	-0.3	-0.1%	i	-33%	7%
CC(C)n1c(O)c(/C=C2\C=Nc3ccccc32)sc1=Nc1ccccc1	-22%	-4%	11%	-14%	0.2	0.3%	i	-11%	-16%
COc1cccc(-c2nc(CS(=O)(=O)CC(=O)Nc3ccc(F)cc3F)c(C)o2)c1	-13%	-1%	-3%	-27%	-0.4	0.4%	i	-20%	u
S=c1[nH]nc(COc2ccccc2)n1-c1ccc(Cl)cc1	4%	3%	-2%	-6%	0.1	0.4%	u	16%	u
O=C(O)CCc1ccc(-c2ccccc2)n1CC1CCCO1 (centres undefined)	2%	0%	2%	9%	0.2	1.6%	i	4%	x
O=S1(=O)N[C@@H](Cc2ccccc2)COc2cc(N3CCC[C@@H]3CO)ccc21	x	x	6%	x	-0.2	-0.1%	i	-12%	x
O=C(/C=C/c1cc([N+](=O)[O-])ccc1OC(F)F)Nc1cccc(OC(F)F)c1	7%	3%	6%	0%	-0.1	11%	i	-15%	u
O=C(Cn1c(NCCO)nc2ccccc21)Nc1cccc(S(=O)(=O)N2CCCC2)c1	-29%	-3%	1%	6%	-0.5	-0.3%	i	2%	u
SMILES	HepG2 tox	A549 tox	EPAC2 ag	TGFb inhibitor	IL2 activator	Nrf2 activator	ATXN viability	ATXN2 expr inh	Nrf2 block
COc1ccc(CCN(C)C(=O)c2c(C)noc2C)cc1OC	-26%	-4%	6%	7%	-0.5	-0.6%	i	5%	4%
COc1ccc(C(=O)NCC(=O)OCC(=O)NC2CCCCCC2)cc1	-1%	1%	2%	0%	-4.4	-0.9%	i	-1%	0%
O=C(NCCCn1ccnc1)c1cc(-c2ccc(Br)cc2)on1	-40%	u	10%	6%	-0.7	3.3%	i	x	7%
O=C(NCCN1CCOCC1)N1CCOCC1	-12%	-3%	10%	0%	1.7	-0.4%	i	1%	14%
Cc1cccc2nc(CSc3nnnn3-c3ccccc3)cn12	-15%	-2%	10%	-8%	3.2	u	i	0%	-3%
CCOc1ccc(CN(C)C(=O)CN2C(=O)NC(c3ccccc3)(c3ccccc3)C2=O)cc1	-12%	-17%	19%	u	-0.8	5.4%	u	x	u
CC(C)CCN1C(=O)c2ccc(C(=O)OCC(=O)N(C)C3CCS(=O)(=O)C3)cc2C1=O (centres undefined)	8%	-5%	-13%	0%	-5.5	-0.3%	i	7%	-7%
CCc1ccc(C(=O)COC(=O)c2cccc(N3C(=O)c4c(C)nc5ccccc5c4C3=O)c2)cc1	-5%	-9%	8%	17%	-2.3	0.3%	i	u	u
O=C(NCc1ccc(F)cc1)c1[nH]c(C(F)(F)F)nc1-c1ccccc1	-18%	x	6%	-31%	0.0	-0.1%	i	-5%	x
O=C(NCc1ccco1)/C(=C\c1ccco1)NC(=O)c1cccs1	-4%	-2%	0%	-16%	0.1	-0.6%	i	-14%	10%
O=C(Nc1c(F)c(F)c(F)c(F)c1F)NC1CCCCC1	-5%	-19%	7%	3%	-0.2	-0.1%	i	-7%	-18%
COc1ccc(/C=N/n2c(=S)n(C)c3ccccc32)cc1OC	-11%	0%	17%	5%	-2.2	2.6%	u	-10%	-3%
CCN(c1ccccc1)S(=O)(=O)c1ccc(C(=O)Nc2nnc(CSC)o2)cc1	-2%	u	7%	-2%	-2.8	0.5%	u	x	12µM*
CCc1nnc(NC(=O)CSc2n[nH]c(-c3ccccc3O)n2)s1	-1%	2%	-4%	-1%	-0.2	-0.2%	i	7%	5%
Cc1nc2scc(C)n2c(=O)c1S(=O)(=O)Nc1ccc(N2CCOCC2)cc1	-6%&3%	3%&2%	14%	-1%&12%	-0.6	0.6%&0.5%	i	-6%&12%	-9%&-2%
CCN(CC)S(=O)(=O)c1ccc(OC)nc1	-20%	19%	6%	-22%	-1.3	-0.3%	i	10%	7%
C[C@@H]1CN([C@H](C)CO)S(=O)(=O)c2ccc(Br)cc2O[C@H]1CN(C)C(=O)Nc1ccccc1	0%	x	-2%	-7%	1.2	0.5%	i	11%	x
COc1coc(/C=C/C(=O)O)cc1=O	-15%	6%	12%	21%	-2.1	1.7%	i	-13%	4%
CCNS(=O)(=O)c1ccc(CCC(=O)N2CCN(c3ccccc3)CC2)cc1	6%	-8%	0%	21%	-0.2	2.8%	i	x	u
O=S(=O)(Nc1ccc(C(O)(C(F)(F)F)C(F)(F)F)cc1)c1cccc2ccccc12	-97%	x	4%	u	-1.0	-0.9%	x	0%	x
CCOc1ccc(N(CC(=O)N2CCN(c3ccccc3F)CC2)S(=O)(=O)c2c(C)noc2C)cc1	1%	5%	3%	2%	-5.5	0.0%	i	-8%	-3%
CCc1ccc2c(c1)C(c1ccc([N+](=O)[O-])cc1)=NNC(c1ccccc1)=N2	4%	-1%	-3%	-3%	-2.3	0.7%	i	16%	9%
COc1ccc(N2Cc3cccc(C(=O)Nc4cc(C)cc(C)c4)c3C2=O)cc1	-4%	4%	x	4%	x	-0.1%	i	13%	14%
COC(=O)c1ccc(C)c(NC(=O)Cc2coc3cc(OC)ccc23)c1	-10%	-12%	3%	-21%	-1.8	-0.1%	i	3%	u
O=C(NC1CCCC1)C(c1cccs1)N(C(=O)c1ccco1)c1ccc2c(c1)OCO2 (centres undefined)	-50%	8%	5%	42%[activator]	-3.0	0.2%	i	6%	12%
Cc1c(NC(=O)c2ccccc2N(C)S(=O)(=O)c2ccccc2)c(=O)n(-c2ccccc2)n1C	-2%	0%	3%	-15%	-0.5	-0.9%	i	3%	-7%
COc1ccc(C(=O)NC2CCN(C(=O)NCc3ccccc3)CC2)cc1	4%	-20%	3%	14%	-0.6	-0.3%	u	-5%	-19%
COCCn1c(N2CCN(c3ccc(OC)cc3)CC2)nc2c1c(=O)[nH]c(=O)n2C	4%	0%	-1%	-1%	0.1	0.0%	i	u	-14%
O=C1NC[C@@H](c2ccccc2)OC(=O)[C@@H](Cc2ccc(F)cc2)C/C=C\C[C@@H]1CC(=O)N(CCO)Cc1ccccc1	-14%	-29%	-5%	u	-0.7	0.7%	u	u	u

3 structures already listed, sorted by number of heavy atoms, rising.
SMILES	HepG2 tox	A549 tox	EPAC2 ag	TGFb inhibitor	IL2 activator	Nrf2 activator	ATXN viability	ATXN2 expr inh	Nrf2 block
Cc1csc(SCc2nc3sc4c(c3c(=O)[nH]2)CCC4)n1	-5%	8%	5%	-8%	-0.9	0.1%	i	-11%	-13%
O=C(O)CCc1ccc(-c2ccccc2)n1CC1CCCO1 (centres undefined)	2%	0%	2%	9%	0.2	1.6%	i	4%	x
CC1CCC(NC(=O)CN2C(=O)c3ccccc3S2(=O)=O)CC1 (centres undefined)	6%	-2%	13%	4%	0.3	0.2%	i	-11%	-3%

Bioassay records deposited in PubChem by National Center for Advancing Translational Sciences (NCATS).
